Compound activity from PubChem BioAssay.
KLF5 inh – kruppel-like factor 5 inhibition | DLD-1 KLF5 promoter-luciferase reporter, luminescence | AID 1700 | 0.23% of 290,000 active | inhibition, % at 5 µM;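 active = inhibition above a per-plate limit of that plate's mean compound inhibition plus 3 SD, cut at about 60% in these data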;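 note: 0% = DMSO wells and 100% = LY294002 at 200 µM; higher means less KLF5 promoter-driven luciferase light; inactives centre near -14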
PolyA inh – yeast polyadenylation inhibition. 0.02% of 300,000 active. calls only at 12 µM. S. cerevisiae SKY197-pL101 polyadenylation reporter, beta-gal luminescence; efflux-impaired pdr1/pdr3 knockout yeast; score 100 = 6 SD above DMSO;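 active = lowest replicate activity score at least 50, where 100 means six control SD above control mean; inconclusive = lowest score under 50 but half or more replicates reach 50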;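 note: yeast exposed to compound for 9 h at 30 °C; higher score means more reporter readthrough which indicates perturbed polyadenylation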
HSP90 inh – blocks HSP90-mediated luciferase refolding in reticulocyte lysate; Rabbit reticulocyte lysate, luciferase refolding luminescence, 3 h; inhibition, % at 5.6 µM; 0.91% of 290,000 active; AID 1789;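 active = inhibition above the screen-wide mean plus 3 SD, computed separately per campaign, cut at about 16% in these data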;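 note: 0% = DMSO wells and 100% = 60 µM geldanamycin wells; inhibitors lower the luminescence because luciferase stays unfolded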
HSF1 activator – increases HSF-1 driven luciferase reporter signal; NIH3T3-HGL HSF-1 luciferase reporter, MG132, 8 h; 100% = twice DMSO control signal; activation, % at 9 µM; 1.7% of 300,000 active;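 active = mean replicate activation of at least 50% with a set share of replicates each reaching 50%; inconclusive = only one of those two conditions met; inactive = mean below 50% and too few replicates reaching it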;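 note: 0% = median of the neutral control wells and 100% = twice that signal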
IEC-6 tox – kills IEC-6 intestinal cells in KLF5 counter-screen. IEC-6 cytotoxicity, luminescence viability. inhibition, % at 5 µM. 0.78% of 290,000 active. AID 1825; in the data active = inhibition above about 22%;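 note: 0% = plate median of test compound wells and 100% = cytotoxic reference compound wells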
GSK3A inh – human GSK-3 alpha kinase inhibition | 0.1% of 320,000 active | AID 2650 | P49840 | ADP-Glo luminescence, 60 min | inhibition, % at 10 µM;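 in the data active = inhibition above about 50%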;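 note: GST-tagged GSK-3 alpha with peptide substrate and 25 µM ATP; 0% = DMSO neutral wells and 100% = GW8510 positive control wells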
Target sequence (P49840 whole entry, looked up): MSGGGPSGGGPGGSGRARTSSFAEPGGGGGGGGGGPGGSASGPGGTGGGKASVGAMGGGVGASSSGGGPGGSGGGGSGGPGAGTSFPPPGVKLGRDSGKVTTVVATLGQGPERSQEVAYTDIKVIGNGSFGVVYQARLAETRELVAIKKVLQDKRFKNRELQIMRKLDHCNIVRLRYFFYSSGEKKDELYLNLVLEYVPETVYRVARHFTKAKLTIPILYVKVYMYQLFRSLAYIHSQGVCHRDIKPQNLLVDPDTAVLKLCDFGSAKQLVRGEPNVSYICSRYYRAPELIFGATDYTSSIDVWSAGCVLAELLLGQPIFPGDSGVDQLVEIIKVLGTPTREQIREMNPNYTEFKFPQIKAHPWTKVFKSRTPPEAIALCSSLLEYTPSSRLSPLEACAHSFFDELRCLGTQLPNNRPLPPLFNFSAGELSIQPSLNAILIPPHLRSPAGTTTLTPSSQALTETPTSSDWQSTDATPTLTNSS
HSF1 inh – HSF1 inhibition; activity change, negative = inhibition, % at 7.5 µM (by protocol); 0.77% of 300,000 active; NIH3T3-HGL HSE-luciferase, MG132-induced, luminescence 8 h; hits give low values; AID 2098;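 active = more than half of replicate wells show activity change below -50%, luminescence cut by over half; inconclusive = some wells, but at most half, below -50%; inactive = no replicate well below -50%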;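 note: luciferase reports HSF-1 transcriptional activity via heat shock element; 0% = median of DMSO wells and -100% = zero luminescence signal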
GSK3B inh – blocks human GSK3beta kinase activity | activity score (negative = inhibition), % at 10 µM | P49841 | GST-GSK3beta kinase, ADP-Glo luminescence, 60 min; hits give low values | 0.038% of 300,000 active;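 active = more than half of replicate wells score below -50%, meaning over 50% inhibition versus plate controls; inconclusive = some replicates but at most half score below -50%; inactive = no replicate scores below -50%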;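 note: 0% = median DMSO wells and -100% = median GW8510 positive control wells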
Target sequence (P49841 whole entry, looked up): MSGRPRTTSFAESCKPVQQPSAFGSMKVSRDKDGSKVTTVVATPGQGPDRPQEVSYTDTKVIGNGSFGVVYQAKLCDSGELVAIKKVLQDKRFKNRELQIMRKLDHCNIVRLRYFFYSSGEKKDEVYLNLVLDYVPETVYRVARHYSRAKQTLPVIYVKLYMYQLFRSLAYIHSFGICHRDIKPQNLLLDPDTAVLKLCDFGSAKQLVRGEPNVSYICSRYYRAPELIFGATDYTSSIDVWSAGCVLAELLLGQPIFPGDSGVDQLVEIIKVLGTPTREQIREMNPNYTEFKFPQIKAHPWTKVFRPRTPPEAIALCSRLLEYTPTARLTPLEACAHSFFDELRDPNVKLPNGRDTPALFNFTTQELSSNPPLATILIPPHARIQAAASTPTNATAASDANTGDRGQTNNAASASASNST
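Test system: GST-fused GSK3beta enzyme, cell-free | Quantity: 1.6 ng GST-GSK3beta enzyme per well | Reagent: 25 µM ATP with peptide substrate | Schedule: 60 min enzyme reaction, room temperature | Signal: Luminescent ADP-Glo measurement of ADP formed | Read-out basis: Score relative to plate controls | Control set: DMSO and 20 µM GW8510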
AI-2 QS modul – modulates the Vibrio harveyi AI-2 quorum sensing system; activity change, % at 7.5 µM; AID 2094; 0.4% of 300,000 active; Vibrio harveyi JMH597 AI-2 luminescence/OD600 ratio, 9 h; hits give low values; strain lacks LuxN and CqsS sensors; 0 = neutral-control median; in the data active = activity change below about -75%, passing the limit was not always enough; inconclusive = no clear call, values can overlap the other calls;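 note: luminescence divided by OD600 gain over 9 h not by final OD600 alone; inactives centre near 13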
aSyn 5UTR inh – 5' untranslated region of α-synuclein, MLPCN primary screen; alpha-synuclein 5'UTR reporter, inhibitor activity; inhibition, % (tested at 7.5 µM); 0.82% of 300,000 active; in the data active = inhibition above about 60%; inconclusive = no clear call, values can overlap the other calls;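 note: H4 neuroglioblastoma cells stably carrying SNCA 5'UTR luciferase fusion; 0% = DMSO wells and 100% = positive control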
An asterisk follows results filed as active; i = inactive; u = inconclusive; x = not tested or not shown. This is a subset (hit frequency here may not be typical).

Order of results: GSK3A inh, HSF1 inh, IEC-6 tox, HSF1 activator, HSP90 inh, GSK3B inh, AI-2 QS modul, aSyn 5UTR inh, KLF5 inh, PolyA inh
O=C(COC(=O)CN1C(=O)C2CCCCC2C1=O)NNC(=O)c1ccc(Cl)cc1 (stereo unspecified)
  0, 4, x, -6, x, 4, 9, -2, x, i
O=C(CSCc1ccc(F)cc1)N1CCN(c2ccccc2)CC1
  x, 15, -2, 15, -2, 2, 9, -66, -39, i
COc1ccc(/C=C/C(=O)NCCCc2ccccc2)cc1OC
  -3, 12, 1, 28, -2, 0, 14, 18, -4, i
O=S(=O)(c1ccc(Oc2ccc(Br)cc2F)nc1)N1CCCCC1
  -2, -1, 3, -6, 5, 3, u, -6, 9, i
CCOc1ccc(NC(=O)c2ccccc2NS(=O)(=O)c2ccc(F)cc2)c([N+](=O)[O-])c1
  2, -2, 3, 9, 2, 3, 24, -2, 1, i
CCCCN1C(=O)C(NC(=O)C2CC2)(C(F)(F)F)C2=C1CC(C)(C)CC2=O (stereo unspecified)
  -2, 2, -1, -7, -1, 4, 14, 13, -34, i
CC(=O)CSc1nc2ccccc2s1
  -1, 0, -3, 2, -9, 1, -12, -45, -39, i
CCc1cccc(C)c1NC(=O)CNCc1ccccc1
  0, 6, -2, 25, -1, 2, 36, 19, -7, i
Cc1[nH]c2ccc(F)cc2c1CCN(Cc1cccnc1)C(=S)Nc1ccccc1
  0, -5, -8, -1, 0, 0, 90, 0, -20, i
COc1cccc(NC(=O)Cn2c(=O)n(CCCC(=O)NCc3ccco3)c(=O)c3ccccc32)c1
  x, -1, 0, -2, 1, 4, 2, 14, -41, i
Cc1ccc2cc(CN(CC3CCCO3)C(=S)Nc3ccccc3)c(=O)[nH]c2c1C (stereo unspecified)
  1, 5, 8, 3, -1, 2, 44, 72*, -16, i
O=S(=O)(Nc1ncccn1)c1ccc(NC(=S)NCCc2ccccc2)cc1
  -2, -3, 0, -4, -5, 3, 5, 19, 8, i
COCCCNC(=O)CN1C(=O)COc2ccc(S(=O)(=O)N3CCOCC3)cc21
  x, -19, 5, -39, 7, -1, 5, -9, -15, i
Cn1c(SCc2ccccc2Cl)nc2ccccc21
  1, 40, 0, 93*, 0, 0, 17, -190, -154, i
CCCN(CC(=O)Nc1ccccc1C)C(=O)c1ccc(S(=O)(=O)N2CCCC2)cc1
  -1, -4, x, 12, x, 2, 24, 7, x, i
Cc1ccc(CNC(=O)CN(C(=O)C2(C)CC(=O)N=C3C=CC=CN32)c2cc(C)ccc2C)cc1 (stereo unspecified)
  -2, -8, 5, -23, -4, -1, 11, -6, 11, i
O=C(N/N=C/c1ccccc1)C(O)c1ccccc1 (stereo unspecified)
  2, -3, -2, 3, 1, -1, -4, 2, -18, i
CCC(=O)Nc1ccc(C(=O)Nc2cccc(OC)c2)cc1
  1, -5, 7, 11, 4, 1, 51, -75, -61, i
COc1cccc2sc3ccc(NCCC4CCCN4C)cc3c(=O)c12 (stereo unspecified)
  8, 4, -1, 4, 2, 0, 13, -22, -15, i
CSc1ccc(NC(=O)/C=C/C(=O)O)cc1
  -2, u, -2, -53, 5, 1, 0, -52, 36, i
FC(F)(F)c1ccccc1/C=N/n1c(COc2ccccc2)n[nH]c1=S
  4, 7, 5, 1, 0, -3, 27, 18, -1, i
COc1ccc(C2=NOC(C(=O)Nc3ccc4c(c3)OCCO4)C2)c(OC)c1 (stereo unspecified)
  -1, -5, 2, 2, 3, 1, -2, -11, -4, i
O=C(OCc1nnc(-c2ccccc2)o1)c1cc([N+](=O)[O-])ccc1Cl
  3, 1, -3, 3, 1, 1, 25, 1, -11, i
CCOc1ccc(/C=N/OCC(=O)NCc2ccc3c(c2)OCO3)cc1OC
  -1, -7, -3, 3, 0, 1, 41, 0, -6, i
c1ccc(Nc2cccc(Nc3ccccc3)n2)cc1
  2, 4, -4, 24, -2, 4, 20, -125, -20, i
O=C(NNS(=O)(=O)c1ccc(F)cc1)c1ccc([N+](=O)[O-])cc1
  -1, -2, 6, 7, 0, 2, 22, 7, -10, i
COc1ccc(CCNC(=O)CCn2c(=O)c3ccccc3n(CC(=O)NCC3CCCO3)c2=O)cc1OC (stereo unspecified)
  -2, -7, 4, -16, 8, -5, 38, -9, -24, i
CC(C(=O)NC1C(=O)N2C(C(=O)O)=C(CSc3nnnn3C)CSC12)n1cc(Cl)cn1 (stereo unspecified)
  0, 0, 0, -2, 2, -1, -6, 6, -6, i
COc1ccccc1CNC(=O)c1ccc(CS(=O)Cc2cccc(Cl)c2)o1 (stereo unspecified)
  -3, 1, -1, -10, -2, 2, 26, -5, -16, i
Cc1cccc(C(=O)Oc2ccc(/C=N/NC(=O)c3cc(O)cc(O)c3)cc2)c1
  1, 7, -11, 21, -3, -2, 47, 8, -7, i
CCN(CC)S(=O)(=O)c1ccc2c(c1)nc(SC(C)C(N)=O)n2-c1ccc(OC)cc1 (stereo unspecified)
  -3, 2, 3, -8, 0, 6, 11, 25, -32, i
O=C(CN1CCCN(S(=O)(=O)c2ccc(F)cc2)CC1)Nc1ccccc1Br
  0, 15, -1, 17, 4, -1, -4, -4, -11, i
CN(C)C(C)(C)C#CCCCCC#CC(C)(C)N(C)C
  -2, x, 3, x, -4, x, x, x, -13, x
Cc1c(C)n(C)c2ccc(C(=O)N3CCN(c4ccccc4)CC3)cc12
  2, 6, 4, 2, -1, -2, 25, 13, -8, i
Nc1nccc(-c2ccc(-n3cnc4ccccc43)cc2)n1
  0, -32, 0, -38, 0, 1, 17, -63, -44, i
Cc1cc2c(c(=O)o1)C(CCC1CCCCC1)C(C#N)=C(N)O2 (stereo unspecified)
  -3, 1, -3, -1, 4, -1, 12, -9, -8, i
CCOc1ccccc1N(C)C(=O)c1cn(CC)c(=O)c2cc(OC)c(OC)cc12
  x, -2, -1, 1, -1, 0, 11, 11, -27, i
CC(C)N1CCN(Cc2ccc3nsnc3c2)CC1CCO (stereo unspecified)
  1, u, -7, -61, -2, 0, 13, 1, -16, i
Cc1nc([N+](=O)[O-])c(SCC(N)=O)n1Cc1ccccc1
  -1, -4, -4, 16, 1, -1, 16, 6, -4, i
N#Cc1nc(COc2ccc(F)cc2)oc1N1CCCC1
  -2, 3, 3, 1, 1, 2, 3, 1, -20, i
O=C(NCCc1cccnc1)C1CCC(=O)N(Cc2cccc(C(F)(F)F)c2)C1 (stereo unspecified)
  2, 0, 0, 21, 3, 1, 1, 18, -12, i
CCCC(=O)Nc1ccc(C(=O)NCC2CCCO2)cc1 (stereo unspecified)
  -1, -6, 4, -4, 4, 0, 1, -7, -30, i
CCN(CC(=O)Nc1ccccc1OC)C(=O)c1ccc(NS(=O)(=O)c2ccc(C(C)=O)cc2)cc1
  -2, -1, 2, -9, 0, -4, 28, 4, -20, i
NS(=O)(=O)c1ccc(CCNC2CC(=O)N(Cc3ccccc3)C2=O)cc1 (stereo unspecified)
  -3, 1, 0, -17, 1, 2, 6, -1, -19, i
O=C1C2C3C=CC(CC3)C2C(=O)N1/N=C/c1ccc(O)c(O)c1 (stereo unspecified)
  -1, 3, -5, -1, -5, 0, 16, -34, -12, i
Cc1[nH][nH]c(=O)c1C=Nc1ccc(C(F)(F)F)cc1
  x, -25, 1, -39, 1, 4, 25, -77, -16, i
OC(CNCc1ccccc1)COCc1ccc(Cl)cc1 (stereo unspecified)
  -3, 3, 1, 8, -4, 2, 9, -28, -12, i
Cn1nnc(C(O)CNCc2cccs2)n1 (stereo unspecified)
  -2, -4, -14, -21, -2, 4, 2, 12, -21, i
Cc1cc(NC(=O)CCN2C(=O)/C(=C\c3ccccc3)SC2=S)no1
  1, 0, 1, -15, 0, 3, 24, 24, -16, i
Cn1c(=O)c2c(-c3ccc(OC(F)F)cc3)cc(-c3ccccc3)nc2n(C)c1=O
  3, 2, -2, 16, -1, 3, 8, 10, -5, i
O=C(O)CCN1C(=O)/C(=C2\C(=O)N(Cc3ccccc3Cl)c3ccccc32)SC1=S
  0, 0, -7, -3, 1, 2, 55, -15, -14, i
CC(=O)NC(CC(=O)NCCOc1ccccc1F)c1ccccc1 (stereo unspecified)
  -1, -6, -5, 0, -3, -1, 15, -13, -36, i
COc1ccc(C(=O)Nc2c(Cl)cc(Cl)cc2C(=O)NCc2ccco2)cc1
  -1, 1, 3, -16, 0, -1, 26, 6, -1, i
Brc1csc2ncccc12
  -1, 1, -3, x, 0, -5, 11, 12, 0, i
C/C(CC(=O)Nc1ccc(Cl)cc1)=N\NC(=O)C(=O)NCCO
  -4, 10, 3, 4, 0, 1, 28, -5, -18, i
CC(C)(CN1CCc2ccccc2C1)NS(=O)(=O)c1ccccc1
  -2, -5, 4, 3, 6, 1, 1, 7, -26, i
Cc1ccc2[nH]c(=O)c(COC(=O)c3ccccn3)cc2c1
  1, -8, -2, 2, -1, 2, 30, 11, -18, i
O=C(c1cc[n+]([O-])cc1)N1CCc2c([nH]c3ccccc23)C1c1ccccc1Cl (stereo unspecified)
  -2, 1, 7, -8, 0, 2, 0, 2, 0, i
